IDH1 mut inh – IDH1 R132H (human) inhibition; IDH1 R132H reductase, diaphorase/resazurin fluorescence, 60 min; inhibition, % at 10 µM; 70,000 tested, 0.18% active; AID 624101; in the data active means inhibition above about 34%;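 further: 0% = DMSO and 100% = no enzyme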
Target sequence (O75874 whole entry R132H): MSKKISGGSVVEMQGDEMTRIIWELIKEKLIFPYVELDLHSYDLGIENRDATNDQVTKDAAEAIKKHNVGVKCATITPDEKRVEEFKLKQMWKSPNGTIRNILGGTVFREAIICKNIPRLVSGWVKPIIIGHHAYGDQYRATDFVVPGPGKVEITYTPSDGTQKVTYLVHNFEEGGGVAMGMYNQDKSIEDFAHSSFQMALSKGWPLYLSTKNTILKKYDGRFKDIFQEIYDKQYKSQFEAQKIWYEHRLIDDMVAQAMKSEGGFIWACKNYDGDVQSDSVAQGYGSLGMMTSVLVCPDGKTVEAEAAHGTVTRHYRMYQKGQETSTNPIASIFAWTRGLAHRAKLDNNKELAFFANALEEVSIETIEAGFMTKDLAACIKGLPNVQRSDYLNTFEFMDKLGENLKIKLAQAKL
PRC2 inh – inhibitors of human EZH2/PRC2 methyltransferase. Q15910. PRC2 H3K27 methylation, DELFIA TRF, 1 h. inhibition, % at 12.5 µM. 57,000 tested, 0.35% active;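 active means mean inhibition of replicates at least 50% and every single replicate also reaching 50%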;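 further: dimethyl H3K27 on biotinylated H3 21-44 peptide detected by antibody; plate controls were median neutral control wells for no effect and median positive control wells for full effect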
An asterisk follows results filed as active; x = not tested or not shown. This is a subset. The share of hits here may be higher or lower than overall.

SMILES	IDH1 mut inh	PRC2 inh
C[C@@H]1CN([C@@H](C)CO)C(=O)Cc2cc(NC(=O)Cc3ccccc3)ccc2O[C@@H]1CN(C)S(=O)(=O)c1cccs1	0.0	x
CO[C@@H]1CN(C)C(=O)c2ccc(NC(=O)C3CCCCC3)cc2OC[C@@H](C)N(Cc2cccnc2)C[C@@H]1C	-0.2	-0.2
CNC[C@@H]1Oc2ccc(NC(=O)C3CCCCC3)cc2CC(=O)N([C@@H](C)CO)C[C@@H]1C	2.4	-0.3
O=C(N[C@H]1C=C[C@@H](CC(=O)N2CCN(c3ccccc3)CC2)O[C@@H]1CO)c1ccncc1	-0.1	14.1
COc1ccc(CN(C)C[C@H]2Oc3ccc(NS(=O)(=O)c4ccc(C)cc4)cc3C(=O)N([C@@H](C)CO)C[C@H]2C)cc1	x	1.5
C[C@@H]1CN([C@H](C)CO)C(=O)c2cc(N(C)C)ccc2O[C@H]1CN(C)Cc1ccc(Cl)c(Cl)c1	0.4	14.2
C[C@@H]1CN([C@@H](C)CO)C(=O)c2cccc(NC(=O)c3cnccn3)c2O[C@@H]1CN(C)Cc1ccc(Oc2ccccc2)cc1	-0.4	-3.7
O=C(N[C@@H]1CC[C@H](CCn2cc(-c3ccccc3)nn2)O[C@H]1CO)c1ccccc1F	0.0	-5.3
COC(=O)CCCCCCC(=O)N/N=C/c1coc2ccccc2c1=O	-0.1	5.7
COCC#Cc1cnc2c(c1)C(=O)N([C@@H](C)CO)C[C@@H](C)[C@H](CN(C)C(=O)Nc1cc(F)ccc1F)O2	x	-7.2
CCCn1nnc(NC(=O)COc2ccc(Br)cc2)n1	0.0	-1.2
CNC[C@H]1Oc2ncc(-c3ccccc3C)cc2C(=O)N([C@@H](C)CO)C[C@H]1C	-0.3	-28.1

Copied from the entries so far, 4 compounds:
SMILES	IDH1 mut inh	PRC2 inh
COC(=O)CCCCCCC(=O)N/N=C/c1coc2ccccc2c1=O	-0.1	5.7
COCC#Cc1cnc2c(c1)C(=O)N([C@@H](C)CO)C[C@@H](C)[C@H](CN(C)C(=O)Nc1cc(F)ccc1F)O2	x	-7.2
CCCn1nnc(NC(=O)COc2ccc(Br)cc2)n1	0.0	-1.2
CNC[C@H]1Oc2ncc(-c3ccccc3C)cc2C(=O)N([C@@H](C)CO)C[C@H]1C	-0.3	-28.1

(cont.)
SMILES	IDH1 mut inh	PRC2 inh
COc1cc(SC)ccc1C(=O)NCCCn1ccnc1	-1.0	-0.2
C[C@@H]1CN([C@@H](C)CO)C(=O)c2cccc(NC(=O)Nc3ccc4c(c3)OCO4)c2O[C@H]1CN(C)Cc1ccncc1	2.5	6.6
C[C@@H]1CN([C@@H](C)CO)C(=O)c2cc(/C=C/c3ccccc3)cnc2O[C@@H]1CN(C)C(=O)Cc1ccccn1	0.1	x
C[C@H]1CN([C@@H](C)CO)C(=O)c2cccc(NC(=O)Nc3ccc4c(c3)OCO4)c2O[C@H]1CN(C)Cc1ccc(Oc2ccccc2)cc1	-0.8	x
C[C@@H]1CN([C@H](C)CO)S(=O)(=O)c2ccc(-c3cccnc3)cc2O[C@@H]1CN(C)C(=O)C1CCCCC1	0.1	-7.0
O=C(C[C@@H]1CC[C@H](NC(=O)Cc2ccccn2)[C@@H](CO)O1)NCCc1ccncc1	0.7	4.8
CC(C)NC(=O)N(C)C[C@@H]1OCCCC[C@@H](C)Oc2ccc(NC(=O)Cc3ccccc3)cc2C(=O)N([C@@H](C)CO)C[C@H]1C	-1.4	1.0
COc1ccc(CN(C)C[C@H]2OCCCC[C@@H](C)Oc3ccc(NC(=O)Nc4ccc(OC)cc4)cc3C(=O)N([C@@H](C)CO)C[C@H]2C)cc1	0.7	x
COc1ccc(CN(C)C[C@H]2Oc3ccc(NC(=O)C4CCCCC4)cc3CC(=O)N([C@H](C)CO)C[C@H]2C)cc1	0.5	x
COC(=O)C[C@@H]1C[C@H]2c3cc(NC(=O)CN(C)C)ccc3O[C@H]2[C@@H](CO)O1	0.0	14.7
O=C(O)CCCCCC(=O)N/N=C/c1cc(F)ccc1O	x	-0.6
COc1cccc(-c2ccc3c(c2)O[C@H](CN(C)C(=O)C2CCC2)[C@@H](C)CN([C@@H](C)CO)S3(=O)=O)c1	0.2	-12.3

2 of the compounds above, with values under each structure:
Second line of a record: IDH1 mut inh	PRC2 inh
- C[C@H]1CN([C@@H](C)CO)C(=O)c2cccc(NC(=O)Nc3ccc4c(c3)OCO4)c2O[C@H]1CN(C)Cc1ccc(Oc2ccccc2)cc1
  -0.8	x
- C[C@@H]1CN([C@H](C)CO)S(=O)(=O)c2ccc(-c3cccnc3)cc2O[C@@H]1CN(C)C(=O)C1CCCCC1
  0.1	-7.0

Remaining list, next part.
SMILES	IDH1 mut inh	PRC2 inh
O=C(O)C1=C[C@@H](c2ccc3c(c2)Cc2ccccc2-3)C[C@@H](OCCCCO)O1	0.0	11.1
CCCC(=O)Nc1ccc2c(c1)C(=O)N(C)C[C@@H](OC)[C@H](C)CN[C@@H](C)CO2	0.4	-5.0
COC(=O)COc1cccc(NC(=O)c2cccc(C)c2)c1	-0.2	3.0
Cc1cc(C(=O)Nc2cccc3c2O[C@@H](CN(C)Cc2ccc(Oc4ccccc4)cc2)[C@@H](C)CN([C@@H](C)CO)C3=O)n(C)n1	2.9	-19.2
CN(C)c1ccc(/C=N/NC(=O)c2ccc(C(=O)NO)cc2)cc1	x	-18.7
O=C(CCc1nc(-c2ccccc2Cl)no1)Nc1ccccc1[N+](=O)[O-]	0.3	5.9
C[C@H](CO)N1C[C@H](C)[C@@H](CN(C)C(=O)Nc2ccc(F)cc2)OCc2ccccc2-c2ccccc2C1=O	0.4	16.6
C[C@H](CO)N1C[C@H](C)[C@@H](CN(C)Cc2ccc(C(=O)O)cc2)Oc2c(NC(=O)Nc3ccc(F)cc3)cccc2C1=O	4.8	1.3
C[C@@H]1CN([C@@H](C)CO)C(=O)c2cc(-c3ccc(F)cc3)cnc2O[C@H]1CN(C)Cc1cncnc1	0.0	-3.8
C[C@H](CO)N1C[C@H](C)[C@H](CN(C)Cc2ccc(C(=O)Nc3ccccc3N)cc2)Oc2ccc(NC(=O)Cn3cnnn3)cc2CC1=O	x	24.3
COCC(=O)Nc1ccc2c(c1)[C@H]1C[C@H](CC(=O)NCc3ccc(Cl)cc3)O[C@H](CO)[C@H]1O2	0.1	9.2
C[C@@H]1CN([C@H](C)CO)C(=O)CCCn2nncc2CO[C@@H]1CN(C)C(=O)CCC(F)(F)F	x	8.5
C[C@@H]1CN([C@@H](C)CO)C(=O)c2cc(-c3ccccc3)cnc2O[C@@H]1CN(C)C(=O)c1ccccc1F	-0.4	-2.9
Cc1cc(C)c2c(CC(=O)N(CC#N)CC#N)coc2c1	0.0	x
COc1cccc(NC(=O)N(C)C[C@@H]2Oc3cc(-c4ccccc4OC)ccc3S(=O)(=O)N([C@H](C)CO)C[C@@H]2C)c1	-1.5	-8.6
C[C@H](CO)N1C[C@H](C)[C@H](CN(C)Cc2ccc(C(=O)O)cc2)Oc2ncc(C3=CCCCC3)cc2C1=O	x	6.7
Cc1noc(C)c1NC(=O)N(C)C[C@@H]1Oc2ccc(NC(=O)Cc3cn(C)c4ccccc34)cc2CC(=O)N([C@H](C)CO)C[C@H]1C	-20.8	x
CO[C@H]1CN(C)C(=O)c2ccc(NS(=O)(=O)c3cccc(F)c3)cc2OC[C@@H](C)N(C(=O)Cc2cccnc2)C[C@H]1C	-0.3	17.1
COc1ccc(S(=O)(=O)N[C@@H]2CC[C@H](CCn3cc(C(C)C)nn3)O[C@H]2CO)cc1	-1.3	3.2
C[C@@H]1CN([C@H](C)CO)C(=O)c2cc(NS(=O)(=O)c3cccs3)ccc2O[C@@H]1CN(C)Cc1ccc(C(F)(F)F)cc1	-0.4	-8.6
COc1ccc(NC(=O)N(C)C[C@H]2OCCCC[C@H](C)Oc3ccc(NC(=O)NC4CCCCC4)cc3C(=O)N([C@H](C)CO)C[C@H]2C)cc1	2.8	x
O=C(NCC[C@@H]1CC[C@H](NS(=O)(=O)Cc2ccccc2)[C@@H](CO)O1)C1CCOCC1	0.1	-3.0
C[C@@H]1CCCCO[C@@H](CN(C)C(=O)c2ccccc2)[C@@H](C)CN([C@H](C)CO)C(=O)c2cc(NC(=O)Nc3ccc(F)cc3)ccc2O1	-1.1	x
CC(NS(=O)(=O)c1ccc(F)cc1)C(=O)Nc1ccccc1Sc1ccccc1 (stereo not given)	-0.4	0.2

Entries listed so far containing a CF3 group:
SMILES	IDH1 mut inh	PRC2 inh
C[C@@H]1CN([C@H](C)CO)C(=O)CCCn2nncc2CO[C@@H]1CN(C)C(=O)CCC(F)(F)F	x	8.5
C[C@@H]1CN([C@H](C)CO)C(=O)c2cc(NS(=O)(=O)c3cccs3)ccc2O[C@@H]1CN(C)Cc1ccc(C(F)(F)F)cc1	-0.4	-8.6

(next part)
SMILES	IDH1 mut inh	PRC2 inh
COc1ccccc1-c1cn(CC[C@H]2CC[C@H](NC(=O)C3CCC3)[C@@H](CO)O2)nn1	0.0	6.3
C[C@@H]1CN([C@@H](C)CO)C(=O)c2cccc(N(C)C)c2O[C@@H]1CN(C)Cc1ccncc1	-0.1	x
CCC(=O)N(C)C[C@H]1Oc2ncc(C#CC3(O)CCCC3)cc2C(=O)N([C@@H](C)CO)C[C@@H]1C	0.6	x
C[C@H](CO)N1C[C@H](C)[C@H](CN(C)C(=O)Nc2ccccc2)Oc2ncc(C#Cc3cccc(F)c3)cc2C1=O	-1.5	x
O=C(C[C@H]1C[C@@H]2c3cc(NS(=O)(=O)c4ccc(F)cc4)ccc3O[C@@H]2[C@H](CO)O1)NCc1cc(F)ccc1F	-0.1	-13.9
C[C@@H]1CN([C@H](C)CO)C(=O)c2cc(NS(=O)(=O)c3ccccc3)ccc2O[C@@H]1CN(C)Cc1ccc(-c2ccccc2)cc1	3.0	x
O=C(O)c1cccc(NC(=O)c2cc(S(=O)(=O)N3CCOCC3)c(Cl)cc2Cl)c1	0.6	9.8
CCOC(=O)c1nnn(-c2nonc2-n2cccc2)c1CN1CCOCC1	-0.5	x
CN(C)CC(=O)Nc1ccc2c(c1)[C@@H]1C[C@H](CC(=O)NCCc3ccccc3)O[C@H](CO)[C@@H]1O2	-1.5	-5.2
COc1cc(NC(=O)C2CC=CCC2C(=O)O)ccc1NC(=O)c1ccccc1 (stereo not given)	0.1	14.6
C[C@@H]1CN([C@@H](C)CO)C(=O)c2cc(NC(=O)Cc3ccccc3)ccc2O[C@@H]1CN(C)CC1CCCCC1	-0.5	-6.4
C[C@@H]1CN([C@@H](C)CO)C(=O)c2cc(NC(=O)Nc3ccc4c(c3)OCO4)ccc2O[C@@H]1CN(C)Cc1ccc(C(F)(F)F)cc1	3.4	x
COCC#Cc1ccc2c(c1)O[C@@H](CN(C)C(=O)C1CCOCC1)[C@@H](C)CN([C@@H](C)CO)S2(=O)=O	0.7	-5.4
C/C=C/c1ccc2c(c1)O[C@H](CN(C)C)[C@@H](C)CN([C@@H](C)CO)S2(=O)=O	-3.1	2.9
C[C@H]1CN([C@@H](C)CO)S(=O)(=O)c2ccc(-c3ccccc3)cc2O[C@@H]1CN(C)Cc1cccc(F)c1	-1.5	25.0
C[C@@H]1CN([C@@H](C)CO)C(=O)c2cc(C#CCc3ccccc3)cnc2O[C@@H]1CN(C)Cc1ccccn1	0.1	-12.5
CC(C)NC(=O)N(C)C[C@@H]1Oc2ccc(NC(=O)Nc3cccc4ccccc34)cc2C(=O)N([C@H](C)CO)C[C@@H]1C	0.0	-4.5
C[C@H](CO)N1C[C@H](C)[C@H](CN(C)C(=O)Nc2ccc3c(c2)OCO3)Oc2ncc(C#Cc3ccccc3)cc2C1=O	-1.0	x
O=C(NO)c1ccc(C(=O)N/N=C/c2cccc(Oc3ccccc3)c2)cc1	-0.4	-23.5
CO[C@H]1CN(C)C(=O)c2ccc(NC(=O)Nc3ccc(Cl)cc3)cc2OC[C@@H](C)N(C)C[C@H]1C	0.6	-7.6
Cc1cc(OCC(=O)Nc2ccccc2C(=O)NC2CCCCC2)cc(C)c1Cl	-0.1	9.0
C[C@@H]1CN([C@@H](C)CO)S(=O)(=O)c2ccc(C3=CCCCC3)cc2O[C@@H]1CN(C)C(=O)Nc1ccc2c(c1)OCO2	x	2.9
O=C(O)C[C@@H]1C[C@@H]2c3cc(NC(=O)c4ccc5c(c4)OCO5)ccc3O[C@@H]2[C@H](CO)O1	-0.3	6.4
C[C@@H]1CCCCO[C@H](CN(C)C(=O)Cc2ccccc2)[C@@H](C)CN([C@@H](C)CO)C(=O)c2cc(NS(C)(=O)=O)ccc2O1	0.9	-3.7
COc1ccccc1OCC(=O)Nc1cccc(-c2nc3ccccc3o2)c1	0.4	26.7
CCC(=O)Nc1ccc2c(c1)OC[C@H](C)N(CC1CC1)C[C@H](C)[C@H](OC)CN(C)C2=O	0.1	1.7
COc1ccccc1-c1ccc2c(c1)O[C@H](CN(C)S(=O)(=O)c1ccccc1)[C@@H](C)CN([C@H](C)CO)S2(=O)=O	-0.1	5.2
O=C(N[C@H]1CC[C@H](CCNS(=O)(=O)c2ccccc2)O[C@H]1CO)c1cnccn1	0.0	-8.7
CN(C)C(=O)C[C@H]1CC[C@H](NC(=O)c2ccc(F)cc2)[C@@H](CO)O1	-0.2	-0.3
CO[C@H]1CN(C)C(=O)c2cc(NC(=O)c3nc4ccccc4s3)ccc2OC[C@@H](C)N(Cc2cncnc2)C[C@H]1C	-0.5	-7.8
CCOc1ccc(-n2c(SCc3nc(-c4ccc(C)cc4)no3)nnc2-c2ccncc2)cc1	-1.2	9.6
C[C@@H]1CN([C@H](C)CO)C(=O)Cc2cc(NC(=O)Cc3cn(C)c4ccccc34)ccc2O[C@@H]1CN(C)C(=O)Nc1ccc(C(F)(F)F)cc1	0.1	x
CCCNC(=O)Nc1ccc2c(c1)C(=O)N(C)C[C@@H](OC)[C@H](C)CN(C(=O)C1CCCCC1)[C@H](C)CO2	0.3	4.2
CCCNC(=O)Nc1ccc2c(c1)C(=O)N(C)C[C@H](OC)[C@@H](C)CN(C(C)=O)[C@H](C)CO2	0.2	3.5

Assay outcomes (PubChem)
